Screening results from PubChem.
ABCB1 inh – inhibitors of human ABCB1 transporter, ABCG2 counter-screen. CCRF-Adr cells, JC-1 efflux, flow cytometry. inhibition, % at 6.6 µM. hit rate 0.067% among 190,000; in the data active means inhibition above about 40%;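 further: 0% = vehicle and 100% = reference inhibitor; higher value means more JC-1 retained so stronger ABCB1 efflux block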
RGS7-Gao reg – regulators of human RGS7-Galphao interaction; P09471; Multiplexed bead flow cytometry, RGS7-Galphao binding; actives lie on both sides; binding response (% of control), % at 10 µM; hit rate 0.35% among 220,000; in the data active means binding response below about 49% or above about 150%; inconclusive means no clear call, values can overlap the other calls; inactive means in between;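 further: fluorescent Galphao held in activated GDP-AlF4 state binding bead-coupled RGS7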
RGS8-Gao – modulates binding of RGS8 to human Galphao; P09471; multiplexed bead flow cytometry; actives lie on both sides; response (percent of control binding), % at 10 µM; AID 1423; hit rate 0.34% among 220,000; in the data active means response below about 60% or above about 140%; inactive means in between;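 further: Galphao activated as the GDP aluminium fluoride complex binding bead-coupled RGS8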
Mcl-1 Bim block – disrupts Bim peptide binding to human Mcl-1; Q07820; Bead-based flow cytometry, Bim peptide-Mcl-1 binding; inhibition, % at 10 µM; hit rate 0.1% among 190,000; AID 1009; in the data active means inhibition above about 40%;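 further: 0% = no compound tracer wells and 100% = peptide blocker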
Target sequence (Q07820 whole entry, looked up): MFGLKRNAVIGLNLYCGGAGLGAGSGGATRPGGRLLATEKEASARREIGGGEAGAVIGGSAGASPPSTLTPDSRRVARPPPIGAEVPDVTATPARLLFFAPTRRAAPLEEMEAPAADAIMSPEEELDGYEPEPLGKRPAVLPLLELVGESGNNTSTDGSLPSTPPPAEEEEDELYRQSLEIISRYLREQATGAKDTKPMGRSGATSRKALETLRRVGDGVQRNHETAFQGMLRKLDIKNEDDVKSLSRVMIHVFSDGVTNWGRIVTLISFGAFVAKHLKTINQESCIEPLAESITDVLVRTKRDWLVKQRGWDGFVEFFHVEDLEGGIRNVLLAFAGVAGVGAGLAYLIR
GSH fluor – GSH bead compound fluorescence profile | hit rate 0.25% among 190,000 | fluorescence (KMESF) at 10 µM | GSH beads flow cytometry, compound fluorescence 488/530 nm; active compounds read high; in the data active means fluorescence above about 89;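 further: glutathione beads carrying GST-tagged Bcl family fusion proteins plus one bare bead set; values are compound well signal with DMSO vehicle wells as background; inactives centre near 16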
ABCG2 block – blocks JC-1 efflux by human ABCG2 transporter. Q9UNQ0. IgMXP3 cells, flow cytometry. inhibition, % at 6.6 µM. hit rate 0.1% among 190,000. AID 1325;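 active means inhibition above 80%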;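 further: 0% = DMSO and 100% = nicardipine control wells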
Target sequence (Q9UNQ0 whole entry, looked up): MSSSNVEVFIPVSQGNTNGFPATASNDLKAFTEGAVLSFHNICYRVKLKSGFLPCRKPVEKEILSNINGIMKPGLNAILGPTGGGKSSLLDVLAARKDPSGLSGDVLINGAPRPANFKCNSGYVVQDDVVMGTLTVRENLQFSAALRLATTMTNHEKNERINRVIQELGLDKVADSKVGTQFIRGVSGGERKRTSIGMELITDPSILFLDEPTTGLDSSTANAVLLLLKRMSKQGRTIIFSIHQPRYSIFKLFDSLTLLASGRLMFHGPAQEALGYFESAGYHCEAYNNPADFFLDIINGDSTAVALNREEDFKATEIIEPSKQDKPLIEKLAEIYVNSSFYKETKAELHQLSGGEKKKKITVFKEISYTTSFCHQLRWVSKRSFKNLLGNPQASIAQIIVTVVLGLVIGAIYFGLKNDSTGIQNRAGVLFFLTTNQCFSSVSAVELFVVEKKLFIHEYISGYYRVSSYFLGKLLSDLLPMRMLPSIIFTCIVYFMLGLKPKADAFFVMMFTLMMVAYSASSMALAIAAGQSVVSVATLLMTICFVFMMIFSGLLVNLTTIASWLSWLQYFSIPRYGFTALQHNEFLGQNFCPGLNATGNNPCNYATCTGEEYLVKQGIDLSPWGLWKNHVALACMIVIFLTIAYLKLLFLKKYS
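Assay system – ABCG2 IgMXP3 and barcoded ABCB1 CCRF-Adr cell mix · Input – 3 million cells/mL in well · Reagent – JC-1 fluorescent substrate · Compound – single test compound dose, 6.6 µM final · Timing – 10 min exposure at 25 °C with rotation, no wash · Detection – flow cytometry of retained JC-1 fluorescence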
RGS4-Gao reg – modulates binding of RGS4 to human Galphao; binding response (% of control), % at 10 µM; Multiplexed bead flow cytometry; actives lie on both sides; hit rate 0.33% among 220,000; P09471; in the data active means binding response below about 49% or above about 150%; inactive means in between;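 further: fluorescent Galphao activated with aluminum fluoride binding bead-coupled RGS4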
Avidin bead fluor – compound fluoresces at 488/530 nm on avidin beads; compound fluorescence 488/530 nm, flow cytometry; active compounds read high; fluorescence (KMESF) at 10 µM; hit rate 0.38% among 220,000; in the data active means fluorescence above about 47; further: inactives centre near 10
Pf gamet viab – P. falciparum stage V gametocyte viability inhibition. inhibition, % at 10.9 µM. AID 743093. hit rate 0.065% among 150,000. P. falciparum stage V gametocytes, ATP luminescence, 24 h;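 active means inhibition above the mean plus 3 SD of compounds within the control limits, set per campaign, cut at about 38% in these data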;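 further: 0% = DMSO wells and 100% = medium only without gametocytes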
Mcl1 Noxa PPI – Mcl-1/Noxa interaction inhibition; TR-FRET Mcl-1/Noxa peptide binding, 2 h; Q07820; inhibition, % at 21.7 µM; AID 1022; hit rate 1.5% among 220,000;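 active means compounds that cut the protein-peptide binding signal by more than 50% relative to plate controls in a single-dose test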;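 further: His-tagged Mcl-1 with rhodamine Noxa BH3 peptide and terbium anti-His antibody; 0% = Mcl-1 plus Noxa peptide wells and 100% = peptide-only wells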
Mcl1 Bid PPI – disrupts binding of human Mcl-1 to Bid peptide; Q07820; TR-FRET Mcl-1/Bid-Dy647 peptide binding, 1536-well; inhibition, % at 21.7 µM; hit rate 0.97% among 220,000;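 active means compounds that cut the binding signal by more than half at the single screening dose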;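 further: His-tagged Mcl-1 with europium anti-His antibody binding Bid BH3 peptide; 0% = Mcl-1 plus peptide wells and 100% = peptide-only wells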
An asterisk follows results filed as active; ? = inconclusive; · = not tested or not shown; [ ] = dose if it differs, or a comment.

SMILES	ABCB1 inh	RGS7-Gao reg	RGS8-Gao	Mcl-1 Bim block	GSH fluor	ABCG2 block	RGS4-Gao reg	Avidin bead fluor	Pf gamet viab	Mcl1 Noxa PPI	Mcl1 Bid PPI
CCCNC(=O)C12CCC(C)(C(=O)O1)C2(C)C (centres undefined)	·	?	99.0	·	·	·	96.6	6	-6.3	3.2	-18.7
CCC(C)n1c(SCC(=O)NC(=O)c2cccn2C)nc2ccccc2c1=O (centres undefined)	3.5	?	100.3	0.0	18	11.9	99.9	11	-34.2	13.8	-39.3
Cn1ncc(C(=O)Nc2ccc(OC(F)(F)F)cc2)c1-n1cccc1	·	?	98.2	·	·	·	97.8	8	8.6	-1.9	-39.0
CCc1cc(-c2nc(N)ncc2-c2csc(C)n2)c(O)cc1OC	1.1	106.5	112.8	0.0	11	2.9	106.3	5	9.4	4.0	-4.1
COc1ccc(-c2nc(-c3ccc(O)cc3O)cs2)cc1OC	-0.2	95.0	98.0	-1.0	11	2.2	97.7	13	-0.1	21.0	-1.9
COc1cc(C(=O)NNC(=O)Nc2ccc([N+](=O)[O-])cc2)cc(OC)c1OC	0.8	95.9	98.8	-3.0	20	4.5	99.7	6	5.2	8.3	-10.6
O=c1ccnc(SCCC(F)=C(F)F)[nH]1	0.9	93.9	96.8	-2.0	12	3.6	90.4	26	-12.5	9.1	1.1
CCCOc1ccc(C(=O)O)cc1	·	?	100.4	·	·	·	104.8	5	-2.8	4.2	-25.0
CCOC(=O)C1=C(C)NC(SC)=NC1c1ccccc1 (centres undefined)	0.0	102.3	102.5	-5.0	34	0.1	97.9	5	·	16.1	-8.5
CN(Cc1ccccc1)CC(O)COc1ccc(CNCCc2cccnc2)cc1 (centres undefined)	0.2	94.0	95.7	-4.0	18	2.1	95.2	7	20.3	10.1	-23.2
CCCc1[nH]nc2c1C(c1ccc(OC(=O)N3CCOCC3)cc1)C(C#N)=C(N)O2 (centres undefined)	0.8	86.2	90.1	0.0	48	6.9	87.9	12	-25.7	10.9	-89.3
Clc1ccc(-c2nnc(-c3ccccc3)c(-c3c[nH]c4ccccc34)n2)cc1	·	?	99.6	·	·	·	101.2	7	-4.9	-12.9	-1.2
Cc1ccc(-n2ncc(Br)c(Br)c2=O)cc1	-0.1	103.2	97.6	0.0	12	0.3	97.5	7	·	-13.7	-9.8
O=C1NC2(CCCCCC2)C(=O)N1Cc1ccc([N+](=O)[O-])cc1	1.2	101.7	103.1	-2.0	16	5.6	104.6	16	-4.6	-2.9	-24.4
O=C(/C=C/c1cccs1)c1ccc(NC(=O)c2ccccc2F)cc1	0.8	98.2	101.0	-4.0	15	8.6	101.9	22	12.4	14.1	4.9
CC(=O)Nc1nc(CC(C)C)cc2c1c(=O)oc1ccccc12	0.4	97.2	97.7	0.0	29	9.7	98.4	10	0.3	·	0.1
CCOC(=O)CSc1nc2ccccc2c(=O)n1CC(C)C	0.5	99.2	102.2	0.0	19	3.4	95.4	8	-39.5	-17.4	-0.7
COc1ccc(C)cc1NC(=O)C(OC(=O)c1ccc(Cl)c(S(=O)(=O)N(C)c2ccccc2)c1)c1ccccc1 (centres undefined)	-0.1	97.2	86.5	-5.0	16	-0.7	101.2	9	10.6	-15.2	-10.2
CC1=C(C(N)=O)C(c2cccs2)n2nc(-c3cccc(C)c3)nc2N1 (centres undefined)	-0.1	30.9*	33.7*	-4.0	17	-1.9	34.2*	8	3.8	-3.6	-7.5
COc1ccccc1N1C(=O)C2C(c3ccccc3F)NN(C(=O)c3ccc(C)cc3)C2C1=O (centres undefined)	1.9	·	·	-3.0	18	2.6	·	·	·	6.3	1.7
CCOC(=O)c1c(NC(C)=O)sc2c(O)c(CN3CCN(CC)CC3)ccc12	1.2	103.6	100.6	-6.0	29	5.3	101.1	11	·	44.2	33.2
CCOC(=O)c1nnc(-c2ccc(C)cc2)nc1Oc1ccccc1Cl	-2.5	101.7	103.0	-2.0	23	3.2	104.2	16	-17.3	4.8	8.7
COc1ccc(NC(=O)NNC(=O)c2ccc(Cl)cc2Cl)cc1OC	0.5	103.3	104.3	2.0	19	2.0	100.1	24	11.1	5.5	-22.9
Cc1cc(Nc2c(C)n(C)n(-c3ccccc3)c2=O)n2c(nc3ccccc32)c1C#N	0.0	97.2	100.0	-3.0	19	0.0	96.5	36	·	1.4	-43.9
O=C(CSc1ccccc1F)NC(=O)NCc1ccco1	0.2	97.0	99.6	0.0	11	1.4	97.7	11	-33.1	51.6*	-26.9
COc1ccc(CNC(=O)COC(=O)c2cc(-c3cccs3)nc3ccccc23)cc1OC	0.7	111.8	115.0	0.0	16	4.9	110.6	7	-11.6	14.2	41.6
CNc1ccc(Br)cc(C(=O)/C=C/c2cc(OC)ccc2OC)c1=O	-0.1	96.2	96.4	13.0	11	-0.7	102.6	5	-13.6	86.8*	8.5
CCN1CCN(C(=O)Cn2nc(-c3ccc(Cl)cc3)ccc2=O)CC1	-0.2	171.0*[activator]	101.1	0.0	25	5.3	105.4	40	-5.8	10.1	-8.9
O=C(OCc1ccc(Cl)c(Cl)c1)c1cnccn1	-0.1	103.6	100.3	-6.0	270*	1.0	103.0	9	·	16.4	-27.6
S=C(NCCc1cnc[nH]1)NC1CCCC1	-0.1	93.9	99.1	-3.0	18	-0.5	95.6	10	-13.2	-2.8	-63.2
CC1CCCC(C)N1C(=O)CSc1nnc(CSc2ncccn2)n1C (centres undefined)	-0.4	106.6	101.7	1.0	11	-1.2	107.2	12	13.2	11.4	-26.9
O=C(c1ccc(F)cc1)N1CCN2C(=O)c3ccccc3C12c1ccc(Cl)cc1 (centres undefined)	1.6	102.9	101.3	0.0	12	0.2	102.6	7	-6.0	26.1	-3.9
NC(=O)C1(NC(=O)[C@@H]2CC3(CC(c4cccc(NC(=O)[C@@H]5CCC(=O)N5)c4)=NO3)CN2C(=O)c2cnccn2)CC1 (some centres undefined)	0.2	98.3	99.1	4.0	8	0.5	99.9	10	·	-1.1	-32.5
CCn1c(CNC(=O)Cc2ccc(OC)cc2)n[nH]c1=S	0.4	99.5	100.6	-2.0	10	0.8	96.8	14	-6.2	-13.7	-17.1
O=C(c1ccc(CN2CCOCC2)cc1)N1CCN(c2cccc(Cl)c2)CC1	0.6	90.3	96.4	-1.0	76	2.2	92.4	11	-39.3	13.5	-33.8
COc1ccc(-c2ccc(N(C)C)cc2)cc1[C@H]1[C@H]2C=CC[C@@H](C)[C@@H]2C(=O)N1Cc1ccccc1	·	?	101.2	·	·	·	101.8	7	·	-1.3	-134.1
CCNC(=O)C(=O)c1c(-c2ccccc2)[nH]c2ccccc12	0.2	102.1	102.7	-4.0	15	1.4	101.1	10	19.9	10.9	3.6
CCOC(=O)c1sc(NC(=O)c2cncc(Br)c2)nc1C	0.0	93.6	92.7	0.0	19	-0.2	95.7	13	·	13.7	-7.8
Nc1nc2cc(S(=O)(=O)NC3=NCCCCC3)ccc2s1	·	?	92.3	·	·	·	98.6	·	0.8	32.6	0.8
COc1ccccc1NC(=O)NCCCl	1.0	137.1	99.8	-2.0	12	-1.8	103.7	92*	·	3.1	-1.6
CCCC(=O)NCCc1cc2cc(C)c(C)cc2[nH]c1=O	1.1	·	·	-3.0	22	4.8	·	·	·	13.3	15.7
CCOc1cc(/C=C2\N=C3CCCCCN3C2=O)ccc1O	2.0	?	100.7	-2.0	15	15.5	103.6	13	-19.5	34.0	-31.1
COc1cc(O)c(C(CCN2CCCCC2)c2cc(OC)c(OC)c(OC)c2)c(OC)c1 (centres undefined)	·	?	98.8	·	·	·	99.2	7	·	-1.3	-48.2
COc1ccc(OCC(O)COc2ccc(C(=O)O)cc2)cc1 (centres undefined)	0.2	99.1	96.7	-2.0	5	0.5	96.1	9	16.4	10.6	-14.5
O=C(CSc1nc(SCC(=O)NCc2ccccc2)n(-c2ccccc2)n1)NCc1ccccc1	22.8	98.4	105.1	-6.0	42	29.8	98.7	7	·	9.2	1.1
Cc1cc(C)cc(N2C(=O)CN(Cc3sccc3C)C2=S)c1	-0.2	100.5	101.5	-5.0	12	-1.1	98.1	11	·	-1.4	-14.0
CCN(Cc1cc2ccccc2[nH]c1=O)C(=O)C(C)C	0.8	103.3	101.0	-5.0	29	4.1	100.8	13	·	4.8	-2.0
O=C(Cn1c(O)c(/C=C2\C=Nc3ccccc32)sc1=O)Nc1ccc2c(c1)OCO2	-0.4	108.4	107.0	-3.0	9	-1.5	105.1	22	·	25.2	12.7
C1CCCN(c2nc3nonc3nc2N2CCCCCC2)CC1	0.9	100.1	99.7	-1.0	15	3.4	105.3	11	8.1	3.6	-9.7
Cc1cc2oc(=O)cc(CSc3nnc(C)n3N)c2cc1C(C)C	-1.5	109.0	96.7	-2.0	20	-10.8	98.1	40	·	18.4	14.8
O=C(NN=C1CCCCCC1)c1ccc(Br)o1	0.0	119.6	140.8*[activator]	1.0	8	2.2	115.2	13	·	3.3	-6.5
Cc1cccc(NC(=O)CN2C(=O)c3ccccc3C2=O)c1C	-0.2	114.8	120.4	0.0	8	-0.1	118.8	24	3.5	-8.6	-6.5
CN1CCN(c2ccc(NC(=O)c3ccc(-c4cccc([N+](=O)[O-])c4)o3)cc2)CC1	-0.9	98.2	103.3	0.0	12	-0.3	105.6	10	-18.2	18.4	-1.5
O=C(c1cccs1)N(CCO)Cc1cc2cc3c(cc2[nH]c1=O)OCCO3	0.1	98.7	93.6	0.0	22	0.3	99.3	19	·	-16.1	1.6
CC(C)c1nc2sc3c(=O)[nH]c(=S)[nH]c3c2c2c1CCCC2	·	?	108.6	·	·	·	121.0	4	15.4	57.2*	-172.1
CCCCCCC(=O)Nc1nc(C)c(-c2csc(Nc3cccc(OC)c3)n2)s1	-0.7	95.1	98.9	0.0	23	-1.9	97.8	27	23.4	4.3	-29.8
CCN(CC)c1ccc(C(=O)Nc2ccccc2)cc1[N+](=O)[O-]	1.0	96.9	101.2	-1.0	15	21.1	99.8	8	·	-1.1	-29.6
CC(C)Sc1cc(N2CCOCC2)nc(-c2ccc(Cl)cc2)n1	-1.6	108.9	110.0	3.0	31	24.4	104.6	6	·	-3.6	-0.7
CC1Cc2cc(/C=C3/SC(=S)NC3=O)ccc2O1 (centres undefined)	·	?	96.6	·	·	·	96.4	8	-15.1	12.5	-44.6
N#CCC(=O)N/N=C/c1cc([N+](=O)[O-])ccc1N1CCCC1	0.5	108.6	104.5	-4.0	8	16.2	103.3	10	-4.0	10.4	-7.0
CN(C)c1ccc(C(=O)OCc2ccc(Br)cc2)cc1	1.3	96.3	99.9	1.0	10	5.4	103.1	14	·	-6.9	-21.6
